# P. falciparum M1AAP = malaria alanyl aminopeptidase activity blockers – biochemical, fluorogenic H-Leu-NHMec substrate, 1536-well (AID 1445) | inhibition, % at 30 µM; hits with a dose series show IC50 in µM | 0.42% of 220,000 active | recombinant M1AAP, H-Leu-NHMec fluorogenic kinetic assay; higher % means a stronger effect;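 active means primary inhibition above the hit cutoff, then over 50% inhibition at one or more dose response concentrations, cut at about 23% in these data, passing the limit was not always enough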;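 further: plate controls were DMSO full reaction for no effect and no enzyme background for full effect; strong numbers were not always called active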
# M17LAP inhibition = P. falciparum M17LAP inhibitors, primary screen, biochemical, fluorogenic H-Leu-NHMec substrate, 1536-well (AID 1619); recombinant M17LAP, H-Leu-NHMec fluorogenic kinetic assay; higher % means a stronger effect; inhibition, % at 30 µM; hits with a dose series show IC50 in µM; 0.38% of 220,000 active;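 active means compound inhibiting the enzyme by more than half at any dose during confirmatory dose-response retesting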;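 further: plate controls were full reaction with DMSO carrier for no effect and no enzyme background for full effect; strong numbers were not always called active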
# West Nile virus CPE = inhibition of WNV-induced cytopathic effect – cell-based, CPE readout (AID 1621) | West Nile virus-infected cells, CPE inhibition; higher % means a stronger effect | CPE inhibition, % at 10 µM; hits with a dose series show IC50 in µM | 0.02% of 290,000 active; in the data active means a potency from the dose series; further: strong numbers were not always called active
# Yfh1-off respiration = enhancers of respiration in Yfh1-depleted yeast, dose response, Friedreich's ataxia, plus single-dose screen (AID 1465); S. cerevisiae Yfh1-off respiration, WST-1 reduction, 72 h; higher fold induction means a stronger effect; fold induction at 50 µM; hits with a dose series show EC50 in µM; 0.074% of 220,000 active;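 active means fold induction of absorbance versus untreated yeast above a set limit, then at least 30% activation at any dose in follow-up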;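 further: activators that raise dye reduction in frataxin-depleted yeast; strong numbers were not always called active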
# SIAH1 antagonists = Siah-1 peptide-binding antagonists, primary screen, biochemical, fluorescence polarization, rhodamine-plectin, uHTS (AID 1817); Siah-1 / rhodamine-plectin peptide fluorescence polarization; higher % means a stronger effect; displacement, % at 20 µM, or IC50 in µM where a hit was titrated; 0.02% of 290,000 active;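 active means displacement of at least 50% at 20 µM, with a fluorescence ratio check between 0.3 and a set limit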;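 further: plate controls were Siah plus tracer with DMSO for no effect and tracer alone without Siah for full effect; strong numbers were not always called active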
# CSM14.1 death rescue = rescue of cells from ER stress-induced death, primary screen, 384-well, CSM14.1, thapsigargin, ATP luminescence (AID 1222); 190,000 tested, under 10 active; CSM14.1 thapsigargin-induced death rescue, ATP luminescence; higher % means a stronger effect; cellular ATP content (survival), % at 20 µM, or EC50 in µM where a hit was titrated;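 active means EC50 below 50 µM in the dose-response confirmation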;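 further: death triggered by thapsigargin at about 15 µM added after 2 h compound pretreatment; cell ATP read after overnight thapsigargin exposure of roughly 18 to 22 hours; normalized against plate controls of thapsigargin alone and 5% DMSO vehicle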
# Salmonella PhoP GFP = PhoP-dependent GFP reporter repression – Salmonella Typhimurium, primary screen (AID 1863) | inhibition, % at 50 µM; hits with a dose series show IC50 in µM | S. Typhimurium PhoP-regulated promoter GFP reporter, 4 h; higher % means a stronger effect | 0.16% of 300,000 active;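 active means inhibition over 29.93%, a cutoff 3 SD above the screen mean, later confirmed by dose response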;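 further: 0% = low Mg2+ inducing control and 100% = high Mg2+ repressing control; strong numbers were not always called active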
# human PMI inhibitors = human PMI inhibitors, high substrate, primary screen, biochemical, fluorescence intensity, high mannose 6-phosphate (AID 1220); recombinant PMI enzyme, coupled fluorescence intensity; higher % means a stronger effect; one-dose inhibition, % at 20 µM; IC50 in µM for titrated hits; 0.66% of 190,000 active; in the data active means inhibition above about 50%
# XIAP antagonists = XIAP antagonists, biochemical, IAP family, fluorescence polarization (AID 1018); XIAP BIR domain, fluorescence polarization peptide displacement; higher % means a stronger effect; one-dose displacement, % at 20 µM; IC50 in µM for titrated hits; 0.007% of 200,000 active; in the data active means displacement above about 50%; further: a part of the inactive calls stands beside numbers as strong as those of hits
# Active calls of the source: *; i = inactive; · = not tested or not shown; & = joins results of further samples. This is a subset. The share of hits here may be higher or lower than overall.
structure	P. falciparum M1AAP	M17LAP inhibition	West Nile virus CPE	Yfh1-off respiration	SIAH1 antagonists	CSM14.1 death rescue	Salmonella PhoP GFP	human PMI inhibitors	XIAP antagonists
COc1cc(C2SCC(=O)Nc3c2c(C)nn3-c2ccccc2)cc(OC)c1OC (centres undefined)	-2.3%	-1.0%	-0.2%	i	1.6%	-3.3%	4.5%	-9.4%	-2.2%
O=c1[nH]c(=S)n(-c2ccc(F)cc2)c(O)c1/C=N/N1CCOCC1	1.7%	3.9%	0.7%	i	0.7%	·	1.0%	·	·
Cc1cc(OCC(=O)Nc2cc(C)nn2-c2ccccn2)c2c3c(c(=O)oc2c1)CCC3	·	·	·	·	5.9%	-1.8%	·	2.5%	0.2%
COC(=O)c1ccc(CN2CCN(Cc3ccccc3)CC2)cc1	-0.8%	8.9%	0.0%	i	2.4%	-0.6%	11.5%	-9.0%	-3.8%
Cn1c(C(=O)O)c(CC(=O)N2CCN(Cc3ccccc3)CC2)c2ccccc21	4.0%	-10.4%	0.1%	i	2.3%	-2.2%	-14.3%	-6.1%	-0.6%
O=c1[nH]c(=O)n(CCC2=CCCCC2)c(O)c1C=Nc1cccc(F)c1	3.1%	31.4%	0.2%	i	-4.7%	0.3%	-14.7%	-12.5%	-6.3%
CCN1C(=O)C(=C/C=C/c2ccco2)C(=O)N(CC)C1=S	12.7%	41.3%	0.7%	i	8.5%	0.8%	-10.5%	18.7%	-19.9%
O=c1c2ccccc2nc(CNCc2ccco2)n1-c1ccc(F)cc1	0.6%	7.5%	0.2%	i	-1.1%	-0.1%	-6.9%	16.6%	-3.2%
CN(C(=O)Oc1ccc(C(C)(C)C)cc1)c1ccccc1	-2.3%	2.3%	-0.6%	i	6.4%	0.8%	-0.8%	2.9%	-2.0%
S=C=Nc1ccccn1	1.3%	-0.2%	-0.1%	i	7.6%	1.9%	0.6%	-0.3%	-5.5%
CCn1cc(C(=O)c2cccs2)c2ccccc21	10.3%	-0.4%	0.0%	i	-1.0%	-1.1%	9.2%	0.1%	-2.2%
COc1ccc(OC)c([C@@H](O)[C@H](C)NC(C)(C)C)c1	-5.8%	-9.2%	0.0%	i	3.2%	-0.6%	-1.6%	-6.9%	-17.3%
O=c1cc(C(F)(F)F)c2cc3c4c(c2o1)CCCN4CCC3	3.5%	-12.6%	0.6%	i	6.5%	1.5%	-75.8%	-16.1%	13.9%
COc1ccc(OCC(=O)N2CCN(Cc3c[nH]c4ccccc34)CC2)cc1	-0.1%	-5.0%	-0.4%	i	14.7%	-0.9%	10.1%	10.6%	-4.4%
O=C(Cc1ccccc1)Oc1cccc(N2C(=O)CCC2=O)c1	6.0%	6.3%	0.1%	i	-3.9%	1.7%	-24.6%	-4.5%	-0.2%
CCC(=O)N1c2ccc(S(=O)(=O)CCC(=O)N3CCC4(CC3)OCCO4)cc2CC1C (centres undefined)	0.4%	1.6%	·	·	2.0%	0.5%	10.5%	-5.2%	-0.9%
Cc1nn(-c2ccccc2)c(Cl)c1C1C(C#N)=C(N)Oc2c1c(=O)oc1ccccc21 (centres undefined)	5.5%	5.2%	0.1%	i	2.6%	-2.0%	11.7%	5.6%	-2.9%
CCCCCCn1c(O)c(/C=N/N2CCCCCC2)c(=O)[nH]c1=O	1.3%	-3.1%	-0.4%	i	2.9%	·	-1.1%	·	·
Cc1cc(/C=C2\C(=O)NC(=S)N(C)C2=O)c(C)n1C1CCCCC1	9.4%	28.4%	0.2%	i	3.3%	1.9%	-5.3%	-21.5%	-2.0%
CCOC(=O)C1=C(N)Oc2cc(C)oc(=O)c2C12C(=O)N1c3c(cccc32)C(C)CC1(C)C (centres undefined)	6.4%	0.6%	-0.1%	i	-1.4%	-0.8%	-8.4%	8.3%	-2.6%
O=C(O)C12C3CCCC1C32c1ccccc1 (centres undefined)	6.4%	2.7%	0.8%	i	-0.1%	-0.9%	-5.2%	1.4%	-4.9%
O=C1CC(c2ccccc2)CN1 (centres undefined)	4.7%	13.7%	0.0%	i	18.6%	·	-9.6%	·	·
CC(NC(=O)Cc1cccc2ccccc12)C(=O)N1CCC(=O)CC1 (centres undefined)	2.7%	0.9%	-0.3%	i	-1.3%	0.0%	-7.4%	-6.4%	-0.5%
Cc1ccc(/C=C2\C(=O)NC(=S)N(c3ccccc3F)C2=O)s1	21.1%	31.4%	0.2%	i	-5.6%	-5.4%	-4.0%	-57.2%	-7.2%
CC(=NCCCn1ccnc1)c1c(O)n(C)c(=O)n(C)c1=O	1.5%	11.1%	0.1%	i	2.4%	-0.2%	-5.4%	6.6%	-3.7%
CCC(=O)Nc1ccc(N2CCN(CC)CC2)c(Cl)c1	-2.1%	-16.9%	·	·	4.8%	-0.6%	1.3%	13.3%	-3.8%
CCN(CC)c1ccc(CC2C(=O)N(C)C(=O)N(C)C2=O)cc1	3.2%	9.6%	0.2%	i	16.0%	-1.8%	1.9%	6.0%	0.8%
CCCc1c(C)nc(SCC(=O)C(C)(C)C)nc1OC(=O)N(C)C	9.2%	4.2%	-0.9%	i	-2.5%	·	2.2%	·	·
O=[N+]([O-])c1ccc(NCCO)c2ncccc12	13.3%	44.2%	-0.2%	i	-2.0%	-2.6%	9.3%	35.9%	-7.6%
C=CCn1c(O)c(/C=C2\C=Nc3ccccc32)c(=O)[nH]c1=O	15.7%	19.8%	-0.3%	i	-1.7%	·	-14.0%	·	·
Cc1cccc(-n2c(O)c(C=NCCCN3CCOCC3)c(=O)[nH]c2=O)c1C	21.8%	-0.5%	1.2%	i	-2.5%	·	-9.9%	-7.4%	-1.6%
CC/C(CC(c1ccccc1)c1c(O)c2ccccc2oc1=O)=N\NC(N)=S (centres undefined)	7.9%	22.5%	0.9%	i	5.8%	0.5%	7.6%	-1.0%	3.0%
COc1ccc(C(=O)C2CCCN(C3CSCCSC3)C2)c(OC)c1 (centres undefined)	-8.0%	-2.1%	-0.9%	i	-1.9%	-0.7%	8.0%	-10.5%	-3.7%
Cc1ccc2cccc(OC(=O)N3CCCC3)c2n1	-2.3%	-0.1%	-0.2%	i	3.8%	-1.7%	-7.8%	3.0%	1.9%
COP(=O)(OC)C(Nc1ccccn1)c1ccccc1 (centres undefined)	2.0%	4.0%	0.3%	i	-5.2%	-1.8%	4.1%	-2.8%	-9.9%
Cc1ccc2c(c1)C(c1ccccc1)NCC(=O)N2 (centres undefined)	-5.3%	1.0%	0.1%	i	4.5%	0.4%	16.5%	-5.1%	-4.7%
O=c1c2ccccc2nc(-c2ccc(Cl)cc2Cl)n1-c1nccs1	3.6%	-0.5%	-0.3%	i	9.3%	1.4%	-0.8%	6.1%	-10.0%
CC[N+]12CCC(CC1)C(C(O)(c1ccccc1)c1ccccc1)C2 (centres undefined)	2.5%	2.9%	0.7%	i	-0.4%	·	-12.1%	·	·
O=c1[nH]c(O)c(N=Nc2ccc(SC(F)F)cc2)c(=O)[nH]1	-1.9%	-2.0%	1.6%	i	-1.0%	·	-1.6%	·	·
CCNC(=S)N(C)CCc1cc2c(c(OC)c1C=C1C(=O)N(C)C(=O)N(C)C1=O)OCO2	5.8%	4.8%	0.3%	i	7.7%	·	-12.1%	·	·
COc1ccc(CN2C(=O)NC(=O)/C(=C/c3ccc([N+](=O)[O-])s3)C2=O)cc1	20.6%	2.8%	0.1%	i	15.7%	·	-10.0%	·	·
OCC1(CO)COC(c2cccnc2)N1 (centres undefined)	-0.9%	-1.6%	0.5%	i	4.5%	0.7%	-13.4%	-2.6%	-4.5%
CCOP(=S)(OCC)Oc1cc(C)oc(=O)c1Cl	-1.5%	1.2%	0.3%	i	-1.4%	·	-6.3%	·	·
O=C(CNC(=O)c1ccc(Cl)cc1)Nc1ccc(Br)cc1C(=O)c1ccccc1	3.1%	6.6%	-1.6%	i	-0.5%	-3.1%	-5.8%	6.6%	-9.4%
O=C(C1CCC(=O)N1C1CCCC1)N1CCC2(CC1)OCCO2 (centres undefined)	-7.5%	-7.7%	0.7%	i	1.7%	0.5%	-8.0%	-6.1%	-8.4%
CC(=O)c1cc(C(C)=O)c(C)[n+](C)c1C	3.4%	-5.6%	-0.2%	i	-1.8%	·	0.1%	·	·
C=C1C(=O)O[C@H]2C[C@@H](C)[C@@H]3C=CC(=O)[C@@]3(C)C[C@H]12	-4.0%	0.0%	·	i	12.6%	·	-2.8%	·	·
CC(=O)Nc1ccccc1C(=O)OCc1ccc(F)cc1	6.5%	-5.3%	-0.1%	i	3.8%	-0.4%	-4.0%	0.6%	-6.5%
CN1CCC(n2nccc2N)CC1	-1.4%	-1.2%	0.3%	i	0.8%	-0.4%	14.4%	12.6%	-3.9%
Oc1ccc2c3c1OC1C(O)CC[C@@]4(O)[C@@H](C2)N(CC2CCC2)CC[C@]314 (some centres undefined)	-3.4%	-5.1%	0.1%	i	0.9%	-0.9%	-5.4%&-8.2%	-3.1%	-1.8%
COc1ccc(CCNCc2ccncc2)cc1	2.6%	-5.8%	0.0%	i	6.8%	-4.0%	6.9%	-5.4%	2.4%
CC12CN3CC(C)(CN(C1)C3c1cccnc1)C2=O (centres undefined)	0.1%	13.9%	0.6%	i	4.5%	-0.1%	11.7%	-3.2%	-0.9%
Cn1c(O)c(C(=NCCc2c[nH]c3ccccc23)c2ccccc2)c(=O)n(C)c1=O	8.6%	3.4%	-1.1%	i	3.7%	-0.2%	-5.5%	-4.2%	-5.1%
CCn1c(O)c(C(=O)CC2NCCc3ccccc32)c(=O)n(CC)c1=S (centres undefined)	7.6%	38.7%	·	·	-7.1%	-0.2%	-18.5%	-19.5%	-2.7%
CC[N+](C)(CC)CCCCOc1ccc2c(c1)C(=O)c1cc(OCCCC[N+](C)(CC)CC)ccc1-2	14.4%	14.1%	0.1%	i	10.1%	·	-7.8%	·	·
C[C@@H]1C(=O)O[C@@H]2[C@H](O)C34[C@@H]5OC(=O)C3(O[C@H]3OC(=O)[C@H](O)C34[C@H](C(C)(C)C)[C@H]5O)[C@@]12O (some centres undefined)	-1.2%	2.0%	0.4%	i	-1.4%	-5.2%	-2.0%	2.8%	-1.5%
CCC(C)(C)n1nnnc1C(c1cccs1)N1CC=C(c2ccc(F)cc2)CC1 (centres undefined)	8.9%	-9.4%	-0.7%	i	0.7%	2.7%	2.8%	14.9%	-2.0%
O=C1CC(N2CCC(n3c(=O)[nH]c4ccccc43)CC2)C(=O)N1Cc1ccccc1 (centres undefined)	1.0%	1.3%	0.1%	i	-2.0%	-2.5%	5.2%	-7.8%	-5.2%
